Screening results (PubChem BioAssay)
PMI_act = activators of human PMI, primary screen, biochemical, fluorescence intensity, near-Km mannose 6-phosphate | purified human PMI, coupled resazurin fluorescence, 20 min; stronger effect = higher value; 1 = vehicle control, 0 substrate-free wells | activation factor at 20 µM | hit rate 0.005% among 190,000;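 active = activation factor of 2 or more at 20 µM, relative to plate controls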
RAM_inhibit = inhibitors of the yeast RAM network, primary screen, dse1pr::URA3 reporter, 5-FOA selection; S. cerevisiae dse1pr::URA3 reporter, 5-FOA growth OD615, 2 d; analog-sensitive cbk1-as2 kinase mutant strain; inhibition, % at 50 µM; hit rate 1.8% among 190,000; AID 868, 2007;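 active = inhibition above a set limit, 3 SD over mean compound inhibition, cut at about 8.4% in these data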;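 also: 0% = DMSO-only wells with no growth and 100% = 10 µM 1-NA-PP1 full growth; inhibition rescues growth on 5-FOA so higher OD means more RAM inhibition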
Diaph_inh_CS = diaphorase inhibitors and chemical oxidizers, primary screen, counter-screen for diaphorase-coupled primary assays, biochemical, uHTS, resorufin fluorescence | diaphorase resazurin-to-resorufin fluorescence, NADH, 16 min; bacterial (C. kluyveri) enzyme, not human | hit rate 0.69% among 190,000 | inhibition, % at 20 µM | AID 1217, 2008;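 active = primary screen inhibition at 20 µM above a set limit, cut at about 50% in these data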;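 also: plate controls were DMSO with full reaction for no effect and wells lacking NADH for full effect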
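Assay system: diaphorase enzyme from Clostridium kluyveri; Input: enzyme working solution with 0.14 U/mL diaphorase; Timing: 16 min at room temperature; Technique: resorufin fluorescence, excitation 544 nm, emission 590 nm; Benchmarks: positive control minus NADH, DMSO neutral control.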
TLR4-MyD88_BLA = inhibitors of TLR4-MyD88 association in cells, primary screen, cell-based, HeLa CL3-4, BLA complementation, FRET ratio; inhibition, % at 8.4 µM; hit rate 0.18% among 200,000; Toll-like receptor 4 (Homo sapiens) + Myeloid differentiation primary response protein …; HeLa CL3-4 TLR4/MyD88 BLA complementation; in the data active = inhibition above about 25%;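 also: 0% = vehicle and 100% = reference inhibitor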
G6PDH_counter = L. mesenteroides G6PDH inhibitors, counter-screen for G6PDH-coupled screening assays, biochemical, Leuconostoc mesenteroides enzyme | glucose-6-phosphate dehydrogenase [Leuconostoc mesenteroides] | Purified L. mesenteroides G6PDH, diaphorase/resazurin coupled fluorescence, 45 min | inhibition, % at 5 µM | hit rate 0.12% among 200,000 | AID 1020, 2008
Diaphorase_act = compounds boosting diaphorase resazurin reduction – biochemical, uHTS, resorufin fluorescence, counter-screen for diaphorase-coupled primary assays, primary screen; Diaphorase/resazurin coupled assay, 16 min; stronger effect = higher value; 1 = vehicle wells, 0 = NADH-free wells; AID 1229, 2008; hit rate 0.005% among 190,000; activation factor at 20 µM;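 active = diaphorase activity raised at least twofold by the compound at 20 µM; inactive = activation factor below 2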
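Material: Clostridium kluyveri diaphorase, purified enzyme; Quantity: enzyme 0.07 U/mL final; Medium: HEPES pH 7.4 buffer with MgCl2 and Tween 20; Dosing: single compound dose of 20 µM, 1% DMSO final; Schedule: 16 min reaction at room temperature; Measured by: red resorufin fluorescence at 544/590 nm excitation/emission.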
Hsp70_activator = Hsp70 transcriptional activators, primary screen, cell-based, HeLa, Hsp70 promoter luciferase, luminescence, 10 µM. activation, % at 10 µM. HeLa Hsp70 promoter luciferase reporter; scaled: vehicle 0, proteasome-inhibitor control 100%. hit rate 0.04% among 200,000;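 active = activation above the mean across all tested compounds plus 3 SD, cutoff set per campaign, cut at about 5.5% in these data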;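 also: 100% = MG132 at 30 µM as the positive control and 0% = DMSO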
DTT_redox_prof = compounds producing H2O2 with reducing agent – biochemical, NIH compound library profiling, artefact control for MLSCN library redox annotation, primary screen | DTT-dependent redox cycling H2O2, phenol red/HRP absorbance; 100% = 100 µM peroxide control, 0% = buffer | activation, % at 10 µM | hit rate 0.03% among 200,000 | AID 878, 2007;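 active = activation of at least 50% relative to the plate's high and low controls in the primary single-dose screen; inactive = activation below 50%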;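 also: compound incubated with DTT at 0.8 mM final as the reducing agent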
Lmaj_promast = Leishmania major promastigote growth inhibition, primary screen. hit rate 9% among 200,000. Leishmania major promastigotes, resazurin fluorescence viability. inhibition, % at 10 µM;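 also: promastigotes grown with compound for 44 hours at 28 °C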
PMI_act_satM6P = human PMI activators, high substrate, primary screen, biochemical, fluorescence intensity, near-saturating mannose 6-phosphate; activation factor at 20 µM; Mannose-6-phosphate isomerase (Homo sapiens), P34949; coupled PMI enzyme assay, resazurin fluorescence, 20 min; stronger effect = higher value; 1 = untreated enzyme, 0 = substrate-free blank; hit rate 0.34% among 190,000;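 active = activation factor of 2 or more at 20 µM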
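Material: human phosphomannose isomerase with PGI, G6PDH, diaphorase coupling enzymes. Quantity: 15 ng/mL PMI. Medium: HEPES pH 7.4 buffer with MgCl2 and Tween-20. Reagent: Near-saturating mannose-6-phosphate, 1.0 mM. Compound: 20 µM single dose. Times: enzyme reaction with compound 20 min at room temperature. Detection: resorufin fluorescence at Ex 544/Em 590 nm.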
S1P3_antag = S1P3 receptor antagonists, primary screen, cell-based; Sphingosine 1-phosphate receptor 3 (Homo sapiens), Q99500; CHO S1P3 NFAT-BLA reporter, FRET fluorescence, antagonist mode; inhibition, % at 4.98 µM; hit rate 0.27% among 170,000;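 active = inhibition above the plate cutoff, the mean inhibition of test wells on that plate plus 3 SD, cut at about 28% in these data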;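 also: cells challenged with S1P at its EC80 of 0.8 µM; blue over green emission ratio from cleaved BLA substrate after 4 h stimulation; 0% = S1P-stimulated wells and 100% = unstimulated DMSO-only wells; some compounds past the cut are filed as inactive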
Target sequence (Q99500 whole entry, looked up): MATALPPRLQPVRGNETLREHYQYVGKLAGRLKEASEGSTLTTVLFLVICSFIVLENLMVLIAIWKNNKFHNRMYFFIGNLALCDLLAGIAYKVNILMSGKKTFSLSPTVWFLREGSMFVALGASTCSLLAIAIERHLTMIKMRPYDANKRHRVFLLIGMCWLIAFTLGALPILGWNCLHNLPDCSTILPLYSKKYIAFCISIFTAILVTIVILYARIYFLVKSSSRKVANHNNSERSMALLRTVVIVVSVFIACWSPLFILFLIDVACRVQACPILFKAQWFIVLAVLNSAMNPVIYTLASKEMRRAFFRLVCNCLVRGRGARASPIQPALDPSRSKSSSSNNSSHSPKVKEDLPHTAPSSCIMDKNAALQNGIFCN
* hit, by the source's call; & = joins results of further samples. Rule as the data show it, unless noted: active = inhibition above about 50%; inactive = the rest. The list is partial (hit frequency here may not be typical).

SMILES PMI_act RAM_inhibit Diaph_inh_CS TLR4-MyD88_BLA G6PDH_counter Diaphorase_act Hsp70_activator DTT_redox_prof Lmaj_promast PMI_act_satM6P S1P3_antag
CC[C@@H]1C(=O)OC[C@@H]1Cc1cncn1C 1.2&1.1 -0.6&3.6 -1.9&-14.0 6.7&8.8 5.9&4.2 1&1.1 0.0&-0.2&-0.2 -0.9&-0.5 -7.7&-4.7 1.2&1.1 -8.8&-3.4&1.1
